GLP1R ag – activates the human GLP-1 receptor | hit rate 0.007% among 380,000 | HEK293 GLP-1R CRE-luciferase, luminescence, 4-6 h; cells express a hypersensitive GLP-1R form | Potency, µM (titrated, usually from 45.6 µM), without a hit: at the highest dose activation, most hits filed as activators; also: potency is read from the fitted curve at half-maximal effect; % of control where 0% means no effect
aSyn rescue – rescues yeast growth from alpha-synuclein toxicity; Yeast expressing alpha-synuclein, growth rescue, BacTiter-Glo, 24 h; Potency, µM (titrated, usually from 46.1 µM), inactives show top-dose growth rescue (activation), usual class: activators; hit rate 0.14% among 370,000; also: potency is read from the fitted curve at half-maximal effect; % of control where 0% means no effect; nearly all actives have a fitted effect of over 65% in size
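Rescue of yeast growth: cells expressing toxic alpha-synuclein, induced in galactose at OD600 0.02, incubated with compound 24 h at 30 C. ATP luminescence quantified growth; inhibitors of toxicity appear as activators.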
TDP43 rescue – TDP-43 toxicity inhibition in yeast; TDP-43 expressing yeast growth rescue, BacTiter-Glo, 24 h; Potency, µM (top dose mostly 46.1 µM), for inactives: top-dose growth rescue (activation), most hits filed as activators; hit rate 1.8% among 410,000; also: potency is read from the fitted curve at half-maximal effect; % of control where 0% means no effect; nearly all actives have a fitted effect of over 50% in size
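Readout is BacTiter-Glo luminescence of cell growth, so inhibitors register as activators. TDP-43-expressing yeast at OD600=0.02 in galactose medium, after raffinose pregrowth to mid-log, were incubated with compound for 24 hr at 30 deg C.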
PTHR1 ag – activates the human parathyroid hormone receptor PTHR1. Q03431. HEK293 GP2 PTHR1 cells, GloSensor cAMP luminescence, 1 h. Potency, µM (top dose mostly 115 µM), inactives show top-dose activation, actives largely listed as activators. hit rate 0.075% among 410,000; also: potency is read from the fitted curve at half-maximal effect; nearly all actives have a fitted effect of over 55% in size; some results filed as inactive show a strong effect at the top dose; inactives centre near -15; many of its hits are not listed in these tables
Target sequence (Q03431 whole entry, looked up): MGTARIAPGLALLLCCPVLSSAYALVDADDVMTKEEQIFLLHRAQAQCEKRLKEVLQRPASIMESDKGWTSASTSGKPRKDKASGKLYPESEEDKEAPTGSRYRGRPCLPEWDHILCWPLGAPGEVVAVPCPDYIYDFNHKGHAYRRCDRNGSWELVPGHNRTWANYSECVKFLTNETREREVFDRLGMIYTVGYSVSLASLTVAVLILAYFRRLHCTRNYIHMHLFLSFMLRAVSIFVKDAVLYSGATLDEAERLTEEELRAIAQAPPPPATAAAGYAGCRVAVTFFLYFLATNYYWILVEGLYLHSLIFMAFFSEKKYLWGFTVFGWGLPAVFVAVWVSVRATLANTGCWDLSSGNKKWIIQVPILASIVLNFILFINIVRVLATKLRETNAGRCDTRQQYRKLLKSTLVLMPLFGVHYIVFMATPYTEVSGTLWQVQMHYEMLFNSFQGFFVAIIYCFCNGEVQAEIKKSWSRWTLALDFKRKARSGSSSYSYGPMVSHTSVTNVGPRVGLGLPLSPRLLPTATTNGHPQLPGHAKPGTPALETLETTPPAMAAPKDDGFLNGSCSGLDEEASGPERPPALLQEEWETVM
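HEK-293-derived GP2 cells expressing PTHR1 and a GloSensor cAMP reporter, 3,000/well, plated overnight, given luciferin plus IBMX (each 0.5 mM as added) for 1 h at 37 °C, then compound for 1 h at 37 °C. Luminescence was read after 15 min at room temperature.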
D3 ag – agonists of human D3 dopamine receptor. P35462. D3R DiscoveRx beta-arrestin cells, luminescence, 90 min. max activation, %. hit rate 0.58% among 410,000. AID 652048; in the data active = max activation above about 30%; also: 0% is about no effect; mostly tested at two doses, the higher about 12 µM
Target sequence (P35462 whole entry, looked up): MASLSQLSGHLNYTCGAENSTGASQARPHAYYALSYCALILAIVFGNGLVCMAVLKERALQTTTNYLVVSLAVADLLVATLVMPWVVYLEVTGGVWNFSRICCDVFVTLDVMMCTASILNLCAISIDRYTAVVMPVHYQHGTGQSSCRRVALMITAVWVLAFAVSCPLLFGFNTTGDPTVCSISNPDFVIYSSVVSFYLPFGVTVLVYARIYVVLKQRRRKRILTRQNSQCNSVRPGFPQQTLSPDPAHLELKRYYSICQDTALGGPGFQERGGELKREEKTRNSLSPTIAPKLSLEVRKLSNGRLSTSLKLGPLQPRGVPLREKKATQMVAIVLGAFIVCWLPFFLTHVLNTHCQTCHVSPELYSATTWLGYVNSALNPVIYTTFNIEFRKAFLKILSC
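Agonist mode: compounds and dopamine controls were applied to plated cells for 90 min at 37 degrees C after an overnight attachment at 1500 cells/well. Luminescent read-out followed 30 - 60 minutes at room temperature with DiscoveRx detection reagent.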
HEK293 tox – cytotoxicity counter-screen for GLP-1 receptor inverse agonists. Potency, µM (doses to about 38.3 µM), for the others: top-dose activity change, negative = inhibition, usual class: inhibitors. HEK293 cAMP-luciferase reporter cells, luminescence, 24 h. AID 624418. hit rate 0.13% among 410,000;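 also: loss of luciferase light is scored as toxicity; potency is read from the fitted curve at half-maximal effect; % is scaled to controls: 0 for no effect and ±100 for the full control effect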
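Step one: seed cells (200 cells/uL, DMEM with 10% Nu serum, 1% pen-strep). Step two: 12-hour incubation at 37 deg C. Step three: pin 23 nL compound, incubate 24 hr. Step four: add luciferase reagent, read luminescence 12 min later.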
DRD3 antagonist – blocks the human D3 dopamine receptor; max response, negative = inhibition, %; D3R cells, DiscoveRx beta-arrestin luminescence, antagonist mode; stronger effect = lower value; P35462; hit rate 2.5% among 360,000; in the data active = max response below about -50%; inconclusive = no clear call, values can overlap the other calls; also: % is scaled to controls: 0 for no effect and ±100 for the full control effect; mostly tested at two doses, the higher about 12 µM
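Cells expressing the human receptor were seeded at 1500 cells/well, incubated overnight at 37 degrees C in 5% CO2, then exposed to library compounds with dopamine controls for 90 minutes at 37 degrees C before luminescent detection.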
KB-V1 MDR tox – kills drug-selected multidrug resistant KB-V1 cells; KB-V1 MDR cells viability, CellTiter-Glo, 72 h; Potency, µM (doses to about 46.1 µM), without a hit: top-dose activity change, negative = cytotoxicity, hits mostly cytotoxic; hit rate 3.4% among 400,000; AID 1347076; also: potency is read from the fitted curve at half-maximal effect; % is scaled to controls: 0 for no effect and ±100 for the full control effect; nearly all actives have a fitted effect of over 60% in size
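Compound-treated KB-V1 multidrug-resistant cells, 72 h, 37 degrees C; viability by CellTiter-Glo. Fitted qHTS curves give the values.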
GLP1R inv ag – GLP-1 receptor (human) inverse agonism; HEK293 GLP-1R CRE-luciferase, luminescence, 24 h; GLP-1R form is constitutively active; Potency, µM (highest dose often 38.3 µM), inactives show at the top dose activity change, negative = inhibition, actives largely listed as inhibitors; hit rate 1.6% among 410,000; P43220; AID 624417; also: potency is read from the fitted curve at half-maximal effect; % is scaled to controls: 0 for no effect and ±100 for the full control effect; nearly all actives have a fitted effect of over 55% in size
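qHTS in 1536-well format: reporter HEK293 cells expressing constitutive GLP-1R activity in DMEM + 10% Nu serum, 24 hr with compounds at 37 deg C, luminescence read after 12 min with detection reagent.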
Active calls of the source: *; i = inactive; ? = inconclusive; nt = no result given; [ ] = dose if it differs, or a comment. Unless noted, calls follow the shape of the dose curve; as a rule, active = well fitted curve in the direction sought with a large enough effect; inconclusive = small, poorly fitted or top-dose-only effect, or another doubt; inactive = no such curve, though single readings can be large; an effect the other way counts as inactive or inconclusive.

SMILES | GLP1R ag | aSyn rescue | TDP43 rescue | PTHR1 ag | D3 ag | HEK293 tox | DRD3 antagonist | KB-V1 MDR tox | GLP1R inv ag
Cc1cccc(-c2cnc(C(O)c3ccc(-c4ccccc4)cc3)[nH]2)c1 (stereo not given) | -4% | -19% | 29% | -87%[inhibitor] | 3 | -7% | 9 | 4% | ?
CCOC(=O)c1ccc(NC(=O)CSc2nccn2C)cc1 | -5% | -1% | -8% | i | 1 | -1% | 21 | 0% | 36%
O=C(O)c1cccc(NC2=C(n3nnc4ccccc43)C(=O)c3ccccc3C2=O)c1 | 2% | -7% | 6% | 18% | 6 | -9% | -15 | 0% | -7%
COCC1COS(=O)(=O)NC1(C)C (stereo not given) | 12% | -2% | 6% | -15% | 2 | -26% | -2 | 18% | 7%
O=C(COc1ccccc1)N1CCN(S(=O)(=O)c2ccc(Br)cc2)CC1 | 18% | 6% | 16% | i | 2 | -12% | 15 | 5% | -8%
Cc1cccc(NC(=O)c2c(F)c(F)c(F)c(F)c2F)c1 | -5% | -1% | 7% | -49%[inhibitor] | -5 | 20% | 2 | 21% | -5%
C/C(=N\N=C(c1ccccc1)c1ccccc1)c1cccs1 | 4% | -13% | -26% | i | -12 | 18% | -27 | -1% | 25%
Fc1ccccc1Nc1nc(NCc2ccco2)nc(N2CCOCC2)n1 | 24% | -6% | 17% | -13% | -8 | 23% | -6 | 1% | ?
Cc1cc(OCC(=O)N2CCOCC2)c(C(C)C)cc1Cl | 17% | 9% | -1% | i | -10 | -4% | -77* | ? | -27%
CN(Cc1cc2ccccc2[nH]c1=O)C(=O)COc1ccccc1 | 1% | 3% | 0% | i | 1 | 3% | 12 | ? | 11%
CCOc1cc(S(=O)(=O)Nc2ccccc2CC)ccc1Cl | 5% | ? | 19% | -25% | -3 | 3% | -16 | 15% | ?
Oc1cccc(C=Nc2cccc3ccccc23)c1O | -3% | 7% | nt | i | 0 | ? | -75* | 5% | 31%[activator]
O=C1CC(c2ccco2)Cc2nc(Nc3ccc(F)cc3)ncc21 (stereo not given) | 3% | 0% | ? | i | -12 | -21% | 18 | ? | ?
Cc1nc(N2CCCCC2)nc(N2CCCCC2)c1C=O | 13% | 0% | 1% | -15% | 2 | 10% | 14 | ? | 0%
CNc1ccc(C(=O)c2ccccc2C(=O)O)cc1[N+](=O)[O-] | 2% | -9% | -9% | i | -1 | -16% | -20 | 2% | 14%
Cc1ccc(C(=O)NCC(C)NC(=O)c2ccc(C)c([N+](=O)[O-])c2)cc1[N+](=O)[O-] (stereo not given) | ? | -5% | -27% | -16% | -3 | -20% | -3 | -6% | -19%
CC(C)c1nc2c(c(=O)c3ccccc3n2C)c(=O)n1CCc1ccccc1 | 15% | 1% | -38%[inhibitor] | -3% | 3 | 0% | 5 | ? | ?
COCCCNC(=O)/C(C#N)=C/c1ccc(F)cc1 | 4% | -2% | -3% | -12% | 0 | -8% | 18 | 6% | 1%
Brc1cccc(-c2nc3c4ccccc4ccn3c2CC2CCCCC2)c1 | -2% | 1% | 1% | -4% | 3 | 3% | 6 | -17% | 26%
O=C(Cn1cccn1)N1CCCC(N2CCN(c3ccccc3F)CC2)C1 (stereo not given) | -1% | 8% | 6% | i | -9 | -4% | 0 | 4% | -7%
CCN1CCN(C(=O)C2CCN(Cc3nc(-c4cccc(Cl)c4)oc3C)CC2)CC1 | 9% | ? | -6% | 24% | -14 | 3% | -74* | 1% | -22%
CCCCCCC(C)n1[nH]c(=O)cc1N (stereo not given) | 10% | 1% | -26% | ? | -14 | -5% | -19 | -2% | 0%
COc1cccc(-c2nc(COc3ccc(Cl)cc3Cl)no2)c1 | 1% | 5% | 17% | -14% | 5 | 4% | 0 | 6% | ?
O=C(O)Cn1cc(/C=C2/NC(=O)N(c3ccc(Cl)cc3)C2=O)c2ccccc21 | -5% | 1% | 9% | -4% | 2 | -9% | -23 | 8% | -11%
Cc1ccccc1OCc1nc2ccccc2c(=O)n1N | 13% | 16% | ? | -2% | 7 | 15% | 65 | -9% | 63%[activator]
Additional entries follow:
SMILES | GLP1R ag | aSyn rescue | TDP43 rescue | PTHR1 ag | D3 ag | HEK293 tox | DRD3 antagonist | KB-V1 MDR tox | GLP1R inv ag
CCCCCNC(=O)c1ccc2c(c1)ncn2-c1cccc(C)c1 | nt | nt | nt | -30%[inhibitor] | -9 | -21% | nt | -5% | -12%
Cc1cnc(NC(=O)CSc2ncc(-c3ccccc3)n2Cc2ccco2)s1 | 2% | -3% | 1% | -45%[inhibitor] | -6 | -20% | 11 | 21µM* | ?
CCc1ccc2nc(NC(=O)CSCc3c(C)noc3C)sc2c1 | 17% | 2% | ? | i | -5 | 17% | -9 | -15% | ?
COc1ccccc1NC(=O)Cn1nnc(C(=O)Nc2ccccc2Br)c1N | nt | nt | 19% | i | 7 | 3% | nt | nt | 3%
CCCCCCCN(C(=O)CCl)c1cccc(C)c1 | -14% | 2% | 6% | -8% | 2 | 6%[1.53 µM] | -4 | -25% | ?
CC1CCCC(NC(=O)CSc2nnc(-c3cccnc3)o2)C1C (stereo not given) | -4% | 3% | ? | -19% | 1 | 2% | 0 | -1% | 15%
CC1CC(c2ccccc2)n2nc(NC(=O)c3cccs3)nc2N1 (stereo not given) | -13% | -5% | 5% | i | -17 | -10% | 24 | 2% | 6%
O=C(O)CCn1cc(/C=N/O)c(-c2cccc([N+](=O)[O-])c2)n1 | 8% | 0% | -7%[9.22 µM] | i | -9 | 5% | -18 | 3% | 1%
Cc1cc(C)c(NC(=O)CSc2n[nH]c(-c3ccccc3Cl)n2)c(C)c1 | nt | nt | 8% | i | -1 | 5% | nt | ? | 11%
OC1COC(OCC2OC(OCc3ccccc3)C(O)C(O)C2O)C(O)C1O (stereo not given) | -3% | -1% | -9% | -28% | -5 | 0% | -5 | 0% | 8%
CSc1ccc(C(=S)N2CCCC2)cc1 | 10% | -5% | 21% | -97%[inhibitor] | 5 | 26% | ? | -23% | 6%
COc1ccc(NC(=O)c2ccc(N3C(=O)C4CC=C(C)CC4C3=O)cc2)c(OC)c1 (stereo not given) | 5% | 1% | 9% | -6% | -6 | 6% | ? | -11% | -20%
Cc1ccccc1OCC(O)Cn1c(=N)n(Cc2ccccc2)c2ccccc21 (stereo not given) | -7% | -7% | -35%[inhibitor] | -43%[inhibitor] | 6 | ? | 8 | ? | 8.9µM*
CCOC(=O)c1nn(-c2ccc(F)cc2)c(-c2ccccc2)c1C(=O)c1ccccc1 | -29% | -6% | -2% | -8%[57.5 µM] | -25 | 14% | -12 | ? | ?
CC(=O)Nc1ccc(S(=O)(=O)NCCc2cn3nc(C)c(C)nc3n2)cc1 | -1% | 0% | 1% | -15% | -3 | 148%[activator] | -1 | -1% | 13%
CCOc1ccc(Nc2ccnc3cc(Cl)ccc23)cc1 | 15% | -6% | -5% | -5% | -8 | -19% | 1 | 0% | ?
COc1ccccc1C(O)(C(=O)N(NC(C)=O)c1ccccc1)c1ccccc1OC | 6% | 1% | 8% | i | 6 | 5% | -20 | 17% | -14%
NC(N)=NN=C1CCC(c2ccccc2)CC1 (stereo not given) | 11% | 11% | -16% | -23% | -9 | 0% | -20 | 1% | 7%
CC(=O)CC(c1ccccc1)S(=O)(=O)c1ccc([N+](=O)[O-])cc1 (stereo not given) | 0% | 0% | -7% | -15% | 8 | 17% | -12 | ? | 44%
Oc1ccccc1-c1ccn[nH]1 | -1% | -1% | 27% | -10% | 12 | -17% | 24 | 3% | 11%
COc1ccc(CCNC(=O)c2ccc3c(c2)nc2n3CCOC2)cc1OC | nt | nt | 10% | i | -3 | -4% | nt | 7% | 14%
CC(C)COC(=O)c1ccc(NC(=O)C2C3C=CC(C3)C2C(=O)O)cc1 (stereo not given) | 13% | 0% | 6% | -14% | -8 | 3% | ? | 15% | ?
CCOc1cccc(CN2CCC(CCC(=O)NC3CC3)CC2)c1O | -1% | 0% | 6% | -23% | 1 | 1% | -8 | 5% | 6%
CCOCCCn1c(SCC(=O)Nc2ccccc2)nc2ccccc2c1=O | 0% | 13% | 12% | i | -1 | 1% | 20 | -2% | -30%
COc1cccc(C(=O)Nc2nnc(S(=O)(=O)N3CCCCC3)s2)c1 | 5% | -1% | 16% | -14% | 1 | -5% | 1 | -18% | -2%
Cc1c(Br)c([N+](=O)[O-])nn1C(C)C(=O)Nc1ccc2c(c1)OCO2 (stereo not given) | -2% | -1% | -8% | -2% | -11 | 4% | -22 | -2% | 2%
O=C(CN1CCN(c2ccc(O)cc2)CC1)N(C1CC1)C1CCS(=O)(=O)C1 (stereo not given) | -1% | -8% | 9% | -20% | 1 | 5% | 0 | -7% | 12%
CC(C)CN(C(=O)COC(=O)C12CC3CC(CC(Cl)(C3)C1)C2)c1c(N)n(Cc2ccccc2)c(=O)[nH]c1=O | -1% | 2% | 3% | -17% | -12 | 13% | -9 | 0% | 5%
CC(=O)NC(=S)Nc1cc(C(=O)O)ccc1Cl | 0% | 2% | -1% | -24% | -2 | -9% | 0 | 3% | 4%
CCOC(=O)C1=CN(Cc2cccc(-c3ccc(Cl)nc3)c2)S(=O)(=O)N(C)C1C (stereo not given) | 13% | -4% | 9% | -41%[inhibitor] | -27 | 21% | -8 | ? | -26%

3 compounds picked at random from those above:
SMILES | GLP1R ag | aSyn rescue | TDP43 rescue | PTHR1 ag | D3 ag | HEK293 tox | DRD3 antagonist | KB-V1 MDR tox | GLP1R inv ag
CCc1ccc2nc(NC(=O)CSCc3c(C)noc3C)sc2c1 | 17% | 2% | ? | i | -5 | 17% | -9 | -15% | ?
CCCCCNC(=O)c1ccc2c(c1)ncn2-c1cccc(C)c1 | nt | nt | nt | -30%[inhibitor] | -9 | -21% | nt | -5% | -12%
CCOC(=O)C1=CN(Cc2cccc(-c3ccc(Cl)nc3)c2)S(=O)(=O)N(C)C1C (stereo not given) | 13% | -4% | 9% | -41%[inhibitor] | -27 | 21% | -8 | ? | -26%

Not all compounds are listed (hit frequency here may not be typical).
